# Bioassay records: PubChem BioAssay, National Center for Advancing Translational Sciences (NCATS)
# BRCA1 expr up: qHTS Assay to Identify Small Molecule Activators of BRCA1 Expression; MCF7-BRCA1-FFLuc reporter, luminescence, 48 h; response scale: scaled: vehicle 0%, 10 µM genistein 100%; Potency, µM (doses to about 46.1 µM), inactives show top-dose activation, actives largely listed as activators; 1.1% of 380,000 active; AID 624202, 2012; further: potency means the concentration at half of the fitted maximal effect; nearly all actives have a fitted effect of over 80% in size; some results filed as inactive show a strong effect at the top dose
#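 MCF7-BRCA1-FFLuc cells, 2000/well in phenol-red-free MEM, attached 2 h then treated 48 h at 37 C. Luciferase luminescence read 15 min after reagent; normalized to genistein maximum activation (10microM) and DMSO, concentration-response fitted.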
# ELG1 repair inh: qHTS screen for small molecules that inhibit ELG1-dependent DNA repair in human embryonic kidney (HEK293T) cells expressing luciferase-tagged ELG1 | HEK293T ELG1-luciferase reporter, luminescence, 16 h; DNA damage induced by 5-fluorouridine | Potency, µM (highest dose often 46.1 µM), for the others: at the highest dose activity change, negative = inhibition, hits mostly inhibitors | 2.3% of 330,000 active; further: potency means the concentration at half of the fitted maximal effect; on the % scale 0 is the no-effect control and ±100 the full control effect; nearly all actives have a fitted effect of over 55% in size
#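 DMSO vehicle served as the neutral condition. Each well held 2,000 cells given 5-fluorouridine plus compound; after 16 hr at 37 °C/5% CO2, ONE-Glo was added and luciferase measured 30 min later.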
# VP16 counter: VP16 counterscreen qHTS for inhibitors of ROR gamma transcriptional activity | 3.5% of 310,000 active | Potency, µM (highest dose often 53.6 µM), inactives show top-dose activity, negative = inhibition, hits mostly inhibitors | Drosophila S2 Gal4-VP16 UAS-luciferase, luminescence, 20 h;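 further: Gal4-VP16 expression switched on by copper sulfate through the metallothionein promoter; potency means the concentration at half of the fitted maximal effect; on the % scale 0 is the no-effect control and ±100 the full control effect; nearly all actives have a fitted effect of over 50% in size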
# p53 reactivator: qHTS assay for re-activators of p53 using a Luc reporter; H1299 p53-A138V BP100-luciferase reporter, luminescence, 24 h; Potency, µM (series often up to 92.2 µM), without a hit: at the highest dose activity change, positive = activation, usual class: activators; 0.063% of 320,000 active; AID 504706, 2011; further: potency means the concentration at half of the fitted maximal effect; % of control where 0% means no effect; nearly all actives have a fitted effect of over 45% in size
#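 p53-null H1299 cells stably carrying temperature-sensitive p53-A138V and a BP100-luciferase reporter were pinned with compounds (4-point, 1:5 series) and held 24 hrs at 37 deg C. Luminescence was read 10 min after detection reagent.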
# ELG1 genotoxic: qHTS screen for small molecules that induce genotoxicity in human embryonic kidney (HEK293T) cells expressing luciferase-tagged ELG1. Potency, µM (series often up to 46 µM), without a hit: at the highest dose activity change, positive = activation, actives largely listed as activators. HEK293T ELG1-luciferase reporter, luminescence, 16 h. AID 504466, 2011. 1.3% of 330,000 active; further: potency means the concentration at half of the fitted maximal effect; % of control where 0% means no effect; nearly all actives have a fitted effect of over 60% in size
#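 Genotoxic stress is detected as increased luminescence from luciferase-tagged ELG1 in HEK293T cells, measured with ONE-Glo after a 16 hr treatment at 37 °C.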
# NPC1 prom act: qHTS Assay for NPC1 Promoter Activators. Huh7 NPC1 promoter luciferase reporter, 24 h. Potency, µM (series often up to 9.22 µM), for inactives: top-dose activation, actives largely listed as activators. 2.4% of 320,000 active. AID 485313, 2010;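 further: potency means the concentration at half of the fitted maximal effect; % of control where 0% means no effect; nearly all actives have a fitted effect of over 60% in size; reporter is driven by a mutant NPC1 promoter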
#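 Stably transfected Huh7 (NPC1 promoter→luciferase), 1500 cells/well in Opti-MEM + 10% FBS, 2 h settle, then compound 24 h at 37 °C. Luminescence after 10 min with Amplite reagent.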
# Tb PFK block: qHTS Assay to Find Inhibitors of T. brucei phosphofructokinase; ATP-dependent 6-phosphofructokinase (Trypanosoma brucei brucei), O15648; T. brucei PFK, ADP-Glo luminescence; Potency, µM (series often up to 57.5 µM), for the others: at the top dose activity, negative = inhibition, actives largely listed as inhibitors; 0.17% of 330,000 active; AID 485367, 2010;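 further: potency means the concentration at half of the fitted maximal effect; 0% = uninhibited 1x PFK enzyme wells and -100% = no-enzyme wells; nearly all actives have a fitted effect of over 60% in size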
#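 In TEA buffer at pH 8.0 with 5 mM MgCl2, enzyme (1.25 nM) converted F6P (0.5 mM) and ATP (0.1 mM) for 45 min at room temperature. ADP product was read by luciferase luminescence.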
# FLuc counter: qHTS profiling assay for firefly luciferase inhibitor/activator using purifed enzyme and Km concentrations of substrates (counterscreen for miR-21 project); 6.9% of 360,000 active; Luciferin 4-monooxygenase (Photinus pyralis), P08659; purified FLuc, Km substrates, luminescence inhibition; Potency, µM (doses to about 57.5 µM), for inactives: at the top dose activity change, negative = inhibition, actives largely listed as inhibitors; AID 588342, 2011;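 further: potency means the concentration at half of the fitted maximal effect; plate controls were vehicle for no effect and reference inhibitor for full effect; nearly all actives have a fitted effect of over 55% in size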
#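 Purified P. pyralis luciferase, 10 nM final, with Km-level 10 uM D-luciferin and 10 uM ATP in 50 mM Tris acetate pH 7.5, 10 mM Mg acetate, 0.01% Tween-20, 0.05% BSA; 6-point qHTS titration about 60 µM downward; luminescence read.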
# Rab9 promoter act: qHTS Assay for Rab9 Promoter Activators | Huh7 Rab9 promoter-luciferase reporter, luminescence, 24 h | Potency, µM (top dose mostly 9.22 µM), inactives show at the highest dose activation, negative = inhibition, usual class: activators | 2.8% of 320,000 active; further: potency means the concentration at half of the fitted maximal effect; % of control where 0% means no effect; nearly all actives have a fitted effect of over 60% in size
#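 Huh7 cells stably carrying a Rab9 promoter-luciferase reporter, 1500 cells per well in OP-MEM I with 10% FBS, treated with compound 24 hours at 37C. Luciferase activity read by luminescence after 10 minutes with Amplite reagent.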
# RORgamma inh: qHTS for inhibitors of ROR gamma transcriptional activity; Drosophila S2 Gal4-RORgamma UAS-luciferase reporter, 20 h; Potency, µM (highest dose often 53.6 µM), without a hit: top-dose activity change, negative = inhibition, actives largely listed as inhibitors; 5.4% of 310,000 active; AID 2551, 2010; further: potency means the concentration at half of the fitted maximal effect; on the % scale 0 is the no-effect control and ±100 the full control effect; nearly all actives have a fitted effect of over 60% in size
#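 Using a luciferase readout, inhibitors were identified by reduced reporter activity in Drosophila cells coexpressing a copper-inducible Gal4–ROR gamma fusion and UAS-driven Photinus luciferase, incubated 20 hr after 700 uM copper sulfate.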
# TRPV1 agonist: HTS Assay for Compounds that Act as Agonists of the Vanilloid Receptor 1; TRPV1-expressing cells, Fluo-8 calcium influx, agonist mode; activation, % at 8.33 µM; 0.19% of 320,000 active; Transient receptor potential cation channel subfamily V member 1 (Homo sapiens), Q8NER1; in the data active means activation above about 80%; inconclusive means between about 30% and that limit; further: 0% is about no effect
# Target sequence (Q8NER1 whole entry, looked up): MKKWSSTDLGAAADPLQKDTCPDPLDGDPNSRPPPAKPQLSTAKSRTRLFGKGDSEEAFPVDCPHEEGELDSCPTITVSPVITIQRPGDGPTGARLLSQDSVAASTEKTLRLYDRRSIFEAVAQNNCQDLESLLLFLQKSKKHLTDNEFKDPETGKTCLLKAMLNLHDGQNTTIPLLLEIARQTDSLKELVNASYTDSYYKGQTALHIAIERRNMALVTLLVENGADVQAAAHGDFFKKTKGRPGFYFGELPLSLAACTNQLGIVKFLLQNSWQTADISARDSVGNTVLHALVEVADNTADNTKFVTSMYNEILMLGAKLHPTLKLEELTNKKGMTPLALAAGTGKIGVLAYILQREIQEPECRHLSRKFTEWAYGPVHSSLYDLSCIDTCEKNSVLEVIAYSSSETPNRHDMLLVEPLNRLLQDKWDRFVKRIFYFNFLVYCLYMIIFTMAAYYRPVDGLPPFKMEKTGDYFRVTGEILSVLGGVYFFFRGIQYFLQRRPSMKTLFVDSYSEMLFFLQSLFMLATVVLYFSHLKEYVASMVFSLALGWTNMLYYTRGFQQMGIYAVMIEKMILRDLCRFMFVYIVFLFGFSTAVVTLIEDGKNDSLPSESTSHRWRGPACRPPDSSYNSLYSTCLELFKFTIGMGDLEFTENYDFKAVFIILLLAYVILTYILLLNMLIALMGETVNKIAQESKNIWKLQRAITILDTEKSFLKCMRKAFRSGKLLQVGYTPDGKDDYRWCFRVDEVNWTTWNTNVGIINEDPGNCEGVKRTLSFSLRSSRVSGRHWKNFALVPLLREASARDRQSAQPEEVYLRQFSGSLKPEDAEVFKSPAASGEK
#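 Fluo-8 calcium influx in TRPV1-expressing cells, kinetic read (ex 480/em 520 nm). Compound added and read 3 min for agonist activity, followed by capsaicin at EC20 final and 2 min further read for enhancement.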
# * marks the source's active call; other numbers are inactive results; ? = inconclusive; . = no result given; [ ] = remark or other dose. Unless noted, the call rests on the fitted dose curve; in most records, active means well fitted curve in the direction sought with a large enough effect; inconclusive means small, poorly fitted or top-dose-only effect, or another doubt; inactive means no such curve, though single readings can be large; an effect the other way counts as inactive or inconclusive.
molecule	Tb PFK block	ELG1 repair inh	BRCA1 expr up	TRPV1 agonist	Rab9 promoter act	RORgamma inh	ELG1 genotoxic	VP16 counter	FLuc counter	NPC1 prom act	p53 reactivator
CCOc1cc(/C=C2\C(=O)N(c3cccc(C(=O)O)c3)N=C2C(F)(F)F)ccc1OCC(=O)Nc1ccccc1OC	1.4%	18.8%	.	5.7	-2.7%	1.1%	2.3%	-0.7%	?	-5.8%	14.0%
CCC1Sc2ccc(S(=O)(=O)CCC(=O)NCc3ccc(C)o3)cc2NC1=O (centres undefined)	-4.1%	1.8%	-11.0%	2.0	0.2%	3.2%	-2.0%[9.26 µM]	3.5%	6.8%	-6.1%	-3.1%
CN(C)CCNC(=O)C(C(=O)c1ccc(F)cc1)n1ccccc1=O (centres undefined)	-0.3%	12.5%	9.1%	2.3	0.2%	0.6%	1.9%	-6.8%	-8.6%	-1.0%	5.7%
CCCNC(=O)CN1C(=O)NC(CCc2ccccc2)C1=O (centres undefined)	1.5%	9.6%	-12.7%	1.5	3.4%	0.7%	1.2%	-6.9%	-2.1%	-4.2%	0.8%
CC(C)(C)c1ccc(NC(=O)COc2ccc(-n3ccnc3)cc2)cc1	1.0%	?	-69.3%	?	-22.8%	10µM*	-3.8%	-12.5%	15.1µM*	-0.4%	11.5%
CSc1ccc(S(=O)(=O)NCC(=O)OCC(=O)NCc2cccs2)cc1[N+](=O)[O-]	?	6.9%	-17.3%	6.4	-4.2%	.	-2.3%	.	5.7%	-1.8%	2.5%
CC1(C)C/C(=C(/C#N)C(N)=O)CCO1	22.3%	-16.5%	-7.9%	-2.2	-5.4%	9.5%	-0.9%	5.4%	0.3%	-2.4%	10.7%
C/C=C/c1ccc(OCc2cc(=O)n3cc(C)ccc3n2)c(OC)c1	-4.9%	-28.7%	2.2%	1.2	-8.6%	?	-3.8%	-1.3%	-10.5%	0.1%	-4.2%
CCc1c(C(=O)NNC(=S)NCc2ccccc2)csc1C	-2.1%	?	-2.4%	19.0	1.8%	6.31µM*	0.7%	-15.4%	1.0%	-1.1%	-15.1%
Cc1ccc(-n2nc(C)c3c2OC(N)=C(C#N)C3c2ccncc2)cc1 (centres undefined)	0.7%	-3.0%	-46.8%	-0.9	2.4%	7.8%	-0.1%	2.4%	4.1%	0.0%	5.6%
CC(C)Cc1nnc(NC(=O)CS(=O)(=O)Cc2ccccc2)s1	0.4%	11.6%	0.9%	-1.2	-3.9%	-7.0%	0.2%	-8.4%	4.7%	-0.8%	-0.9%
Cc1c(C(=O)NCCSc2ccc(Cl)cc2)cccc1[N+](=O)[O-]	1.4%	2.4%	-24.1%	?	-6.3%	-2.8%[10 µM]	-5.2%	-8.1%	-1.5%	0.1%	-4.8%
Cc1ccc(C(=O)c2ccccc2C(=O)OCC(=O)N2CC(C)CC(C)C2)cc1 (centres undefined)	2.0%	18.3µM*	0.4%	?	-6.2%	.	-1.0%	.	1.6%	-0.5%	-7.1%
COc1cc([N+](=O)[O-])ccc1NC(=O)COC(=O)c1c[nH]c(=O)[nH]c1=O	-0.3%	?	-22.7%	.	.	.	0.1%	.	.	.	2.3%
O=C(CN(C(=O)CNS(=O)(=O)c1ccc(F)cc1)c1ccccc1)NCc1ccco1	2.7%	14.0%	21.0%	-3.5	4.6%	22.9%	-37.4%[inhibitor]	-18.8%	1.2%	-3.8%	0.4%
CC(C)CC(NC(=O)C1CCC(C)CC1)C(=O)Nc1ccccc1F (centres undefined)	-0.8%	-2.0%	-14.6%	25.4	-4.0%	-30.8%	6.3%	4.4%	0.3%	-41.7%[inhibitor]	-4.9%
CCc1cccc(NC(=O)CCNC(=O)Cn2ccc3ccccc3c2=O)c1	2.4%	-13.2%	-9.3%	-2.4	-1.3%	?	0.0%	1.6%	-0.9%	-2.9%	1.0%
COc1ccc(CNC(=O)CN(c2cc(C)cc(C)c2)S(=O)(=O)c2c(C)[nH]c(=O)[nH]c2=O)cc1	-3.5%	0.0%	3.8%	2.8	-1.7%	0.8%	0.9%	-5.0%	?	-0.4%	3.5%
Cc1ccc(C(=O)N(Cc2cccnc2)Cc2cc3cc(C)ccc3n3nnnc23)cc1	-8.4%	20.6µM*	-2.2%	-4.1	-3.7%	-15.4%	-3.1%	1.9%	-17.6%	0.8%	-8.1%
CCN(CC)CCOCCOc1cc(C)c(Cl)c(C)c1	0.4%	-3.9%	-5.9%	-0.5	-2.8%	-12.9%	-1.4%	-3.4%	0.7%	-1.9%	-3.7%
COc1cccc(C(=O)Cn2c(N3CCOCC3)nc3c2c(=O)n(C)c(=O)n3C)c1	-0.9%	4.3%	-9.6%	-2.3	-2.0%	1.3%	1.0%	-1.0%	1.6%	0.2%	-8.1%
C=C1C(C(=O)Nc2ccc(OCC)cc2)C1C(=O)Nc1ccc(OCC)cc1 (centres undefined)	-6.2%	?	20.8%	3.1	-2.9%	19.5%	?	-8.1%	-0.6%	-5.4%	1.5%
C=CCn1c(COc2ccccc2F)nnc1SCCN1C(=O)c2ccccc2C1=O	0.4%	-28.2%	11.8%	-2.4	1.1%	39.4%	-0.2%	2.5%	4.2%	-4.3%	-18.9%
O=S(=O)(c1ccccc1)N1CCN(C2CCN(Cc3ccccc3)CC2)CC1	0.6%	-1.1%	-16.6%	-2.5	3.9%	-8.1%	-2.2%	-3.7%	3.3%	1.8%	-1.6%
CC(C)CN(CC(C)C)CC(O)COc1ccc([N+](=O)[O-])cc1 (centres undefined)	-7.5%	-1.3%	-44.6%	-3.5	-2.4%	-14.5%	-5.4%	-6.6%	-0.8%	-0.8%	-4.0%
COc1cccc(CNC(=O)c2nnn(-c3ccc(OC(F)(F)F)cc3)c2N)c1	2.5%	-7.9%	13.0%[1.84 µM]	15.8	3.3%	22.4%	-1.6%	3.7%	1.2%	0.9%	-0.4%
Cc1ccc(CNC(=O)Cn2cnc(S(=O)(=O)N3CCC(C)CC3)c2)o1	-10.7%	18.3%	13.3%	-1.1	-0.3%	-0.3%	1.7%	0.2%	0.8%	-4.0%	3.3%
CCN1CCN(c2ccc(S(=O)(=O)N3CCCCC3)cc2NC(=O)Cc2ccccc2F)CC1	-6.2%	7.9%	-10.4%	0.6	-6.8%	.	-0.3%	.	-1.5%	-1.4%	-9.3%
CCCCCOc1ccc(C(=O)NCCC(=O)NCCCC(=O)OCC)cc1	2.9%	?	-1.6%	15.5	-6.1%	-6.4%	-0.1%	-7.8%	-7.0%	0.0%	-1.9%
COc1ccc(C2/C(=C(/O)c3ccc(F)cc3)C(=O)C(=O)N2CCCN2CCOCC2)cc1OC (centres undefined)	0.7%	5.3%	0.8%	1.9	-0.5%	23.0%	0.0%	7.0%	-2.0%	-5.7%	-8.6%
CC(=O)Nc1cccc(C(=O)/C=C/c2ccc[nH]2)c1	-2.8%	?	60.7%	9.8	?	38.0%	15.8%	7.6%	?	?	4.9%
CC[C@]12c3[nH]c4ccc(Cl)cc4c3CCN1C(=O)[C@@H](CC(=O)NCCN1CCOCC1)C[C@@H]2C(=O)N1CCN(C(=O)c2ccco2)CC1	-1.6%	4.0%	1.9%	.	.	.	2.4%	.	.	.	0.4%
O=C(c1cc(-c2ccc3c(c2)OCO3)on1)N1CCOCC1	-22.7%	?	-56.5%	16.4	0.631µM*	10µM*	0.581µM*	7.94µM*	1.51µM*	0.398µM*	-12.8%
C=C(C)Cn1c(N2CCN(c3ccc(OC)cc3)CC2)nc2c1c(=O)n(C)c(=O)n2C	-1.2%	?	-43.4%	-0.4	-20.1%	26.3%	-1.5%	0.5%[10 µM]	-5.6%	-8.0%	-0.2%
